Screening results from PubChem BioAssay.
Tb PYK inh: inhibitors of Trypanosoma brucei pyruvate kinase. Q57TT1. TbPYK enzyme, Kinase-Glo Plus ATP luminescence, 45 min. Potency, µM (top dose mostly 76.8 µM), without a hit: at the top dose activity, negative = inhibition, most hits filed as inhibitors. hit rate 0.12% among 410,000; also: nearly all actives have a fitted effect of over 50% in size
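Screened from lowest to highest concentration, compounds were pinned into TbPYK/substrate mixtures, and ADP (130 uM final) was added. Plates sat at room temperature for 45 min prior to Kinase-Glo Plus detection by luminescence.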
Pf growth 48h: P. falciparum growth inhibition at 48 hours (one generation); hit rate 5.9% among 310,000; AID 504832; P. falciparum luciferase growth in erythrocytes, 48 h; Potency, µM (doses to about 28.7 µM), inactives show at the top dose activity change, negative = inhibition, actives largely listed as inhibitors
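Here the parasites carry a stable luciferase gene and grow inside erythrocytes in Albumax-based RPMI medium with compound for one erythrocytic cycle. Activity is scored as loss of luminescent signal.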
Pf growth 96h: P. falciparum growth inhibition at 96 hour, primary screen for plastid delayed-death inhibitors; P. falciparum luciferase reporter growth, 96 h; Potency, µM (series often up to 28.7 µM), for inactives: at the highest dose activity change, negative = inhibition, hits mostly inhibitors; hit rate 6.9% among 320,000
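P. falciparum expressing integrated firefly luciferase, in erythrocytes at 2% hematocrit, 0.05% parasitemia, incubated with compounds 96 h at 37 C, 5% CO2. Growth inhibition read as loss of luminescence; two-generation exposure targets delayed-death apicoplast inhibitors.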
Sm TGR block: S. mansoni TGR enzyme inhibition; purified TGR, DTNB reduction, TNB absorbance 405 nm; Potency, µM (doses to about 114 µM), for the others: top-dose activity change, negative = inhibition, usual class: inhibitors; hit rate 3% among 360,000; AID 485364; also: nearly all actives have a fitted effect of over 60% in size
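Kinetic colorimetric format: TGR-catalysed, NADPH-driven DTNB reduction monitored via TNB absorbance. Enzyme dispensed at 20 nM; compound exposure 15 min at room temperature before reaction start.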
LmPK inhibitor: LmPK (Leishmania mexicana) enzyme inhibition. Q27686. AID 1721. purified LmPK, Kinase-Glo ATP luminescence, 1 h. Potency, µM (series often up to 57.5 µM), for inactives: at the top dose activity change, negative = inhibition, most hits filed as inhibitors. hit rate 0.37% among 290,000
Target sequence (Q27686 whole entry, looked up): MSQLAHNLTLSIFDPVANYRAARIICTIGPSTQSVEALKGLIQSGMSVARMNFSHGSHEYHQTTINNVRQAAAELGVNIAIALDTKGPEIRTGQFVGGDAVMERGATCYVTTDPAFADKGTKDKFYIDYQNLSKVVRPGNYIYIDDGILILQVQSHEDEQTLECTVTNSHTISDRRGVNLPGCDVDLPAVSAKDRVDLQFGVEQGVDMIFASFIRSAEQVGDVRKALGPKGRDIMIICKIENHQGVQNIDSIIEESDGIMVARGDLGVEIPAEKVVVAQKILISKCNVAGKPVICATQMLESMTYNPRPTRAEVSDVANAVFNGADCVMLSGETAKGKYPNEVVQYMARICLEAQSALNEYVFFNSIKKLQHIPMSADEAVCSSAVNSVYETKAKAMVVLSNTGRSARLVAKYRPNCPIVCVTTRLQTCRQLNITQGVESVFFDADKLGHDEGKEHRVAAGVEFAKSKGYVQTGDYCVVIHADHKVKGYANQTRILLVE
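ATP generated from ADP (0.1 mM) and PEP (0.5 mM) by 0.1 nM LmPK over 1 h at room temperature (pH 7.2 imidazole buffer) was detected by coupled luciferase luminescence. Values were normalized to uninhibited and no-enzyme wells.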
HCV inhibitor: blocks hepatitis C virus. Potency, µM (highest dose often 41.8 µM), for the others: top-dose activity change, negative = inhibition, usual class: inhibitors. AID 651820. Huh7.5.1 HCVcc-Cre infection, luciferase reporter, 44 h. hit rate 3.4% among 340,000
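Luciferase read-out (15 sec integration) after a 15 min room-temperature substrate step quantifies HCVcc-Cre infection. Cells, 1,000 per well, had compound added 4 h post-plating, then virus at ~0.5 moi, and were cultured 44 h.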
* = called active by the depositor; ? = inconclusive; · = no result given; & = joins results of further samples; [ ] = dose if it differs, or a comment. Calls follow the shape of the dose curve; as a rule, active = well fitted curve in the direction sought with a large enough effect; inconclusive = small, poorly fitted or top-dose-only effect, or another doubt; inactive = no such curve, though single readings can be large; an effect the other way counts as inactive or inconclusive. % is scaled to controls: 0 for no effect and ±100 for the full control effect; potency is read from the fitted curve at half-maximal effect.

#	SMILES	Tb PYK inh	Pf growth 48h	Pf growth 96h	Sm TGR block	LmPK inhibitor	HCV inhibitor
1	COC(=O)C1=NN(c2ccccc2)C2(S1)SC(C(C)=O)=C(C)N2c1ccccc1 (stereo not given)	-20%	?	0%	4%	1%	6%
2	CCNC(=S)NC1CC2CCCC(C1)N2Cc1ccco1 (stereo not given)	0%	17%	?	-19%	-2%	-16%
3	Cc1ccc(C(C(=O)NC(C)(C)C)N(CC2CCCO2)C(=O)CCC(=O)Nc2ccccn2)cc1 (stereo not given)	-6%	-11%	-50%	-12%	-5%	16%
4	CCOC(=O)[C@H]1[C@H]2COc3ccc(Cl)cc3[C@@H]2N2C(=O)c3cc(F)ccc3NC(=O)[C@@]12C	-5%	?	?	12%	·	?
5	CC(OC(=O)Cc1c(F)cccc1Cl)C(=O)NC1CCCCC1C (stereo not given)	4%	-26%	?	1%	·	19%
6	CCCCCSc1nncc(=O)[nH]1	-1%	25%	68%[activator]	-2%	3%	11%
7	O=S(=O)(c1ccc(NCCOCCO)nc1)N1CCCCC1	-2%	-19%	-27%	-7%	·	-1%
8	Cc1cc(NC(=O)c2cccnc2)ccc1NC(=O)c1cc2ccccc2o1	-14%	-17%	-18%	-10%	1%	?
9	C/C(=N\Nc1ccccn1)c1ccc(C#N)cc1	-1%	-18%	-8%	-15%	2%	-22%
10	COC(=O)c1c(NC(=O)/C=C/C(=O)O)sc(Cc2ccccc2)c1C	12%	15%	?	-17%	2%	-5%
11	CC(C)CCNC(=O)COc1ccc2c(c1)C(=O)CC(C)(C)O2	-8%	5%	·	-9%	4%	-16%
12	NS(=O)(=O)c1ccc(CNC(=O)c2cc(-c3cccnc3)nc3ccccc23)cc1	0%	20%	1%	2%	1%	-8%
13	COCCCNC(=S)N1CCC(NC(=O)Nc2ccc(C)cc2)CC1	1%	-17%	10%	5%[57.1 µM]	-3%	-3%
14	COc1ccc(NC(=S)Nc2ccc3snnc3c2)cc1	-12%	0%	18%	16µM*	6%	?
15	CCOc1ccc(CCNC(=O)C2=C(C)C(=O)OC23CCC(C)CC3)cc1 (stereo not given)	0%	-4%	10µM*	-5%	1%	-15%[8.37 µM]
16	C=CCn1c(N)c(C(=O)NCc2cccnc2)sc1=S	2%	·	·	5%	5%	10%
17	O=C1CC2(CCN(C(=O)c3cccc(Br)c3)CC2)Oc2ccccc21	3%	?	?	0%	·	9%
18	Cn1nc(C(F)(F)F)c(/C=N/OC(=O)c2ccccc2Cl)c1SCc1ccc(Cl)cc1	-2%	11%	-9%	13%	-7%	?
19	COc1cccc(-n2nc(C(=O)N3CCC4(CC3)OCCO4)c3ccccc3c2=O)c1	-7%	10%	-17%	7%	-8%	-2%
20	CC(=O)c1cccc(NS(=O)(=O)c2cc3c(cc2C)N(C(C)=O)CCO3)c1	1%&-6%	12%	?	-1%&-4%	8%	10%
21	O=C(CCc1nc(-c2ccccc2)no1)NCC1CCCO1 (stereo not given)	-11%	20%	?	40%[activator]	5%	5%
22	CCOc1ccccc1NC(=O)C(NC(=O)C1CCC(C)CC1)C(C)C (stereo not given)	1%	?	-20%	-1%	2%	22%
23	CCCC(/C=C/c1ccc(OC(C)=O)cc1)=C1/c2ccccc2C(=O)N1c1ccccc1	8%	?	?	-19%	·	?
24	CCCCSc1nc(C)c(C(C)=O)cc1C#N	-3%	20%	10%	0%	-10%	-26%
25	O=S(=O)(Oc1ccccc1/C=N/n1cnnc1)c1ccccc1	1%	10%	12µM*	·	0%	-5%
26	CC(=O)c1cccc(NC(=O)c2cc(-c3ccc(F)cc3)on2)c1	1%	136%[activator]	?	4%	0%	-28%
27	COc1cc(/C=C2\SC(=S)N(N3CCOCC3)C2=O)cc(OC)c1OC	-3%	20%	·	-29%	-3%	5%
28	COc1cc(CN2CCN(Cc3ccc(C(F)(F)F)cc3)CC2)cc(OC)c1OC	16%	?	?	1%	0%	?
29	Cc1cc(O)c(-c2cc(C(=O)Nc3cccnc3)[nH]n2)cc1C	-7%	2.6µM*	2.1µM*	5%	-5%	-4%
30	COC(=O)c1c(NC(=O)C(=O)N2CCCCC2)sc2c1CC(C)(C)OC2	-3%	-25%	-10%	5%	1%	?
31	NC(=O)C1CCN(C(=O)Cc2ccc([N+](=O)[O-])cc2)CC1	-7%	18%	134%[activator]	-9%	2%	13%
32	Cc1ccc(COC(=O)CCN=C2NS(=O)(=O)c3ccccc32)cc1	-3%	?	-23%	9%	·	9%
33	COc1ccc(-c2nc(C)ncc2-c2csc(C)n2)c(O)c1	4%	4%	·	8%	3%	3%
34	O=C(Nc1cccnc1Cl)c1cc(-c2ccccc2O)on1	3%	?	10%	4%	0%	-26%
35	O=c1[nH]cc(COCC(F)(F)C(F)(F)C(F)(F)F)c(=O)[nH]1	4%	23%	-12%	·	1%	-8%
36	CCCOc1cc(C)c(S(=O)(=O)n2ccc(C)n2)cc1C	4%	-40%	·	-9%	1%	-8%
37	COc1ccc(/C=N/NC(=O)c2ccoc2C)cc1OC	-3%	70%[activator]	14%	-4%	-30%	-6%
38	CS(=O)(=O)N(CC(=O)N1CCN(c2ccccc2)CC1)C1CCCCC1	-2%	7%	7%	-3%	-8%	2%
39	COc1cc(/C=N/NC(=O)COc2c(C)cc([N+](=O)[O-])cc2C)ccc1OC(=O)c1ccccc1Br	1%	-13%	36%[activator]	-7%	-3%	?
40	Cc1ccc(C)c(NC(=O)NNC(=O)c2ccc3ccccc3c2O)c1	2%	-16%	?	-25%	7%	6%
41	COc1cc(OC)c(NC(=O)c2ccc(Br)o2)cc1Cl	-2%	8.3µM*	?	-3%	9%	11µM*
42	CC(C)NC(=O)CSc1ncccc1-c1nc2ccccc2[nH]1	0%	1%	-7%	2%	1%	6%
43	Cc1ccc(NC(NC(=O)c2cccs2)C(Cl)(Cl)Cl)cc1 (stereo not given)	-9%	?	?	-22%	0%	-24%
44	COc1cccc(CSc2nccn2C)c1	2%	10%	-26%	-4%	1%	9%
45	CCC(C)Sc1nnc(CNS(=O)(=O)c2ccc(F)cc2)n1C (stereo not given)	-2%	53%[activator]	3%	4%	-3%	5%
46	Cc1cc(C2=NNC(=NC3CCCCC3)SC2)c(C)n1-c1c(C)n(C)n(-c2ccccc2)c1=O	-3%	6.6µM*	13µM*	-1%	3%	-27%
47	COc1cccc(N2CCN(S(=O)(=O)c3ccc4c(c3)NC(=O)CS4)CC2)c1	-2%	-8%	?	1%	3%	?
48	Cc1cc(C(=O)COc2cccnc2[N+](=O)[O-])c(C)n1Cc1cccs1	-13%	6%	19%	4%	1%	?
49	COc1ccccc1-c1nnc(NC(=O)c2ccc(S(=O)(=O)N(C)CC3CCCO3)cc2)o1 (stereo not given)	-1%	9%	?	42%[activator]	-2%	?
50	CCN(CC)S(=O)(=O)c1cccc(C(=O)Nc2ccccc2C(=O)N2CCOCC2)c1	-5%	6%	38%[activator]	5%	-5%	24%

Remaining list, next part.
#	SMILES	Tb PYK inh	Pf growth 48h	Pf growth 96h	Sm TGR block	LmPK inhibitor	HCV inhibitor
51	Cc1ccc(NC2=NC(c3ccc(O)cc3)n3c(nc(C)cc3=O)N2)cc1 (stereo not given)	4%	?	-27%	-5%	6%	10%
52	COc1ccc(C(=O)N2CCN(c3ccc(NC(=O)c4cccs4)cc3)CC2)cc1	0%	?	?	-5%	4%	?
53	COc1cccc(-n2c(N)cc(=O)nc2SCC(=O)N2CCN(c3ccccc3)CC2)c1	-10%	2%	9%	-17%	-4%	·
54	Cc1ccc(NC(=O)c2ccco2)c(NC(=O)c2cccs2)c1	-5%	4%	·	-11%	0%	11µM*
55	COc1ccc(CNC(=O)C(=O)NCC(c2ccco2)N2CCOCC2)cc1 (stereo not given)	3%	11%	7.4µM*	-3%	-2%	9%
56	Cc1ccc(S(=O)(=O)CCc2nc3ccccc3[nH]2)cc1	-3%	-12%	-18%	2%[57.1 µM]	-4%	-1%
57	CCC(C)Sc1ccc([C@H]2N[C@@](C)(C(=O)OC)[C@H]3C(=O)N(C)C(=O)[C@@H]23)cc1OC (stereo not given in full)	3%	?	4%	-7%	·	8%
58	O=C(c1cccnc1)N1CCN(S(=O)(=O)c2ccc(S(=O)(=O)N3CCCC3)cc2)CC1	1%	·	90%[activator]	-3%	5%	3%
59	CCOC(=O)CSc1nnc(COc2cccc(C)c2)o1	-5%	12%	-1%	3%	8%	3%
60	Cc1nn(-c2ccccc2)c(Cl)c1C(=O)OCC(=O)NCCc1ccc(S(N)(=O)=O)cc1	-6%	?	?	4%	·	4%
61	COCCNC(=O)/C(C#N)=C/c1ccc(C)o1	-6%	114%[activator]	22%	-24%	5%	17%
62	CCn1c(Cc2cccn2C)nnc1SCC(=O)c1ccc(C)cc1	-7%	13µM*	15µM*	-24%	2%	-14%

In a second layout: 13 of the compounds above
4: CCOC(=O)[C@H]1[C@H]2COc3ccc(Cl)cc3[C@@H]2N2C(=O)c3cc(F)ccc3NC(=O)[C@@]12C
5: CC(OC(=O)Cc1c(F)cccc1Cl)C(=O)NC1CCCCC1C (stereo not given)
6: CCCCCSc1nncc(=O)[nH]1
7: O=S(=O)(c1ccc(NCCOCCO)nc1)N1CCCCC1
8: Cc1cc(NC(=O)c2cccnc2)ccc1NC(=O)c1cc2ccccc2o1
9: C/C(=N\Nc1ccccn1)c1ccc(C#N)cc1
10: COC(=O)c1c(NC(=O)/C=C/C(=O)O)sc(Cc2ccccc2)c1C
11: CC(C)CCNC(=O)COc1ccc2c(c1)C(=O)CC(C)(C)O2
12: NS(=O)(=O)c1ccc(CNC(=O)c2cc(-c3cccnc3)nc3ccccc23)cc1
13: COCCCNC(=S)N1CCC(NC(=O)Nc2ccc(C)cc2)CC1

assay / entry | 4 | 5 | 6 | 7 | 8 | 9 | 10 | 11 | 12 | 13
Tb PYK inh | -5% | 4% | -1% | -2% | -14% | -1% | 12% | -8% | 0% | 1%
Pf growth 48h | ? | -26% | 25% | -19% | -17% | -18% | 15% | 5% | 20% | -17%
Pf growth 96h | ? | ? | 68%[activator] | -27% | -18% | -8% | ? | · | 1% | 10%
Sm TGR block | 12% | 1% | -2% | -7% | -10% | -15% | -17% | -9% | 2% | 5%[57.1 µM]
LmPK inhibitor | · | · | 3% | · | 1% | 2% | 2% | 4% | 1% | -3%
HCV inhibitor | ? | 19% | 11% | -1% | ? | -22% | -5% | -16% | -8% | -3%

14: COc1ccc(NC(=S)Nc2ccc3snnc3c2)cc1
15: CCOc1ccc(CCNC(=O)C2=C(C)C(=O)OC23CCC(C)CC3)cc1 (stereo not given)
16: C=CCn1c(N)c(C(=O)NCc2cccnc2)sc1=S

assay / entry | 14 | 15 | 16
Tb PYK inh | -12% | 0% | 2%
Pf growth 48h | 0% | -4% | ·
Pf growth 96h | 18% | 10µM* | ·
Sm TGR block | 16µM* | -5% | 5%
LmPK inhibitor | 6% | 1% | 5%
HCV inhibitor | ? | -15%[8.37 µM] | 10%
